Screening results (PubChem BioAssay)
Xi reactivation – activators of X-chromosome reactivation in mouse fibroblasts; XiGFP mouse fibroblasts, % GFP-positive cells imaging, 3 d; cells co-treated with 5-aza-dC sensitizer; scaled so ellipticine positive control = 100%; activation, % at 7.58 µM; 360,000 tested, 0.055% active; AID 743238;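 active = mean normalized replicate activation at least 10% and every replicate at or above 10%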;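 note: 0% = median of on-plate neutral control wells and 100% = ellipticine 6 µM median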
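Material: XiGFP fibroblasts, SV40-immortalized; Buffer or medium: DMEM containing 5-aza-dC; Compound dosing: single point; Times: 3 days compound exposure.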
RAD54 branch – blocks human RAD54 Holliday junction branch migration. 360,000 tested, 0.14% active. inhibition, % at 10.4 µM. FAM/BHQ fluorescence;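 active = mean normalized replicate activity at least 40 and at least half of replicates scoring 40 or more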;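 note: 0% = median of neutral control wells and 100% = median of positive control wells; inhibitors cause a drop in the FAM fluorescence signal; in these data hits start at about 50%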
CFTR F508del cor – CFTR F508del correction in bronchial cells; CFBE cells, YFP halide quenching; stimulated with forskolin plus potentiator P3; % fluorescence drop versus neutral controls; activity (quench increase), % at 7.58 µM; 350,000 tested, 0.36% active; AID 720511;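 active = mean added fluorescence quench of at least 8% versus neutral control, with both replicates also reaching 8%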;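 note: cells transiently co-express mutant CFTR-F508del with the halide-sensitive YFP; corrector assay measuring rescue of mutant channel to the surface after 24 h compound exposure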
ARNT TACC3 PPI – ARNT/TACC3 interaction disruption; AlphaScreen His-ARNT PAS-B/GST-TACC3 binding, luminescence; TACC3 fragment carries E629A point mutation; inhibition, % at 9.99 µM; 390,000 tested, 0.66% active; AID 623870;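 active = mean inhibition of replicates at least 50% and at least half of replicates each reaching 50%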;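 note: 0% = complete ARNT plus TACC3 wells and 100% = ARNT alone without TACC3; many hits fall short of the cut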
esBAF inh – SWI/SNF esBAF complex inhibition | 350,000 tested, 2% active | AID 602393 | mouse ES cells, Bmi1-luciferase knock-in reporter, 24 h; 100% = twice the neutral-well signal | reporter increase, % at 12.5 µM; in the data active = activation above about 40%;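 note: 0% = median of the plate's neutral control wells and 100% = double that signal; a rise in the Bmi1 reporter signal indicates esBAF inhibition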
GSIS activator – GLuc luminescence reporter in INS-1E cells, primary screen for activators of glucose-dependent secretion of insulin; INS-1E GLuc reporter insulin secretion, 2-3 h; activation, % at 16.6 µM; 370,000 tested, 0.61% active;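 active = lowest replicate activation of at least 40%, so every replicate reaches that level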;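 note: 0% = median of neutral control wells and 100% = median of IBMX positive control wells; some compounds called inactive have numbers as strong as hits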
RAD52 inh – blocks human RAD52 DNA annealing; recombinant RAD52 DNA annealing, FRET fluorescence; inhibition, % at 18.7 µM; 360,000 tested, 0.46% active;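 active = every replicate showing at least 50% inhibition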
Target sequence (P43351 whole entry, looked up): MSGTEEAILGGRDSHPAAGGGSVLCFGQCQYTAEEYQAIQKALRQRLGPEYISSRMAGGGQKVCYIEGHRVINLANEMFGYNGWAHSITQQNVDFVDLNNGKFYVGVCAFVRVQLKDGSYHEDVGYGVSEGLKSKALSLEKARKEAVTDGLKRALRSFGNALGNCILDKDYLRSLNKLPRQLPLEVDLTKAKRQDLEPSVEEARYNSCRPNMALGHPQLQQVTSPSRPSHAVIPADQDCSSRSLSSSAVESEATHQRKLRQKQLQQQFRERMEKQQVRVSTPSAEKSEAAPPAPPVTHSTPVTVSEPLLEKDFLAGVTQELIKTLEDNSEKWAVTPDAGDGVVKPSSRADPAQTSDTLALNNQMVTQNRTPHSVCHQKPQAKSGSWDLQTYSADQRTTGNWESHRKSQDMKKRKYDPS
ERAP1 HTS inh – blocks human ERAP1 aminopeptidase activity; Q9NZ08; recombinant ERAP1, Leu-AMC fluorescence, 60 min; inhibition, % at 10.7 µM; 340,000 tested, 0.15% active; AID 652197;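 active = mean replicate inhibition of at least 30%, or all replicates individually reaching that 30% level; inactive = mean below 30% and not every replicate reaching it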;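 note: 0% = neutral control wells and 100% = L-leucinethiol positive control wells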
Numbers without * were called inactive; nt = no result given. No enrichment for hits; 3.3% or so of the library scored in one or more.

Values run as follows: Xi reactivation	RAD54 branch	CFTR F508del cor	ARNT TACC3 PPI	esBAF inh	GSIS activator	RAD52 inh	ERAP1 HTS inh
- O=C(Nc1ccccc1Cl)C1Cc2ccccc2O/C1=N\O (centres undefined)
  0.1	nt	-2.4	10	48	-11	-14	0
- CN(C)C(=O)C[C@H]1C[C@@H]2c3cc(NS(=O)(=O)c4ccccc4)ccc3O[C@@H]2[C@@H](CO)O1
  -0.1	9	3.5	-4	0	3	4	3
- Cc1ccc(O)c(-c2cc(C(=O)NCc3ccccc3)[nH]n2)c1
  0.0	1	nt	-3	3	6	nt	nt
- O=C(Nc1nccs1)C1=COCCO1
  0.1	4	0.3	3	33	6	-41	-2
- COc1ccc(NC(=O)Nc2ccc3c(c2)OC[C@H](C)NC[C@H](C)[C@@H](OC)CN(C)C3=O)cc1
  0.3	nt	-0.8	nt	nt	0	2	-1
- COc1ccc(Cl)cc1CC1(C)C(=O)Nc2ccc(-c3ccccc3OC)cc21 (centres undefined)
  -0.1	5	-1.1	nt	-4	0	-12	1
- O=C(NCc1ccccn1)c1nn(-c2ccccc2)c(=O)c2ccccc12
  0.0	nt	1.8	-1	nt	5	-4	3
- NNC(=O)c1csc(-c2ncc(C(F)(F)F)cc2Cl)n1
  0.0	-6	-1.0	nt	nt	-2	-7	-3
- O=C(COc1ccccc1)Nc1ccc2oc(=O)ccc2c1
  0.6	-5	1.6	10	15	31	-3	-4
- C[C@H](CO)N1C[C@H](C)[C@@H](CN(C)Cc2ccc(Cl)c(Cl)c2)Oc2ccc(NS(=O)(=O)c3ccccc3)cc2C1=O
  -0.6	-5	0.7	-1	-5	-16	-12	0

Exported bar-delimited: part of the list above
smiles | Xi reactivation | RAD54 branch | CFTR F508del cor | ARNT TACC3 PPI | esBAF inh | GSIS activator | RAD52 inh | ERAP1 HTS inh
CN(C)C(=O)C[C@H]1C[C@@H]2c3cc(NS(=O)(=O)c4ccccc4)ccc3O[C@@H]2[C@@H](CO)O1 | -0.1 | 9 | 3.5 | -4 | 0 | 3 | 4 | 3
Cc1ccc(O)c(-c2cc(C(=O)NCc3ccccc3)[nH]n2)c1 | 0.0 | 1 | nt | -3 | 3 | 6 | nt | nt

New compounds follow
Values run as follows: Xi reactivation	RAD54 branch	CFTR F508del cor	ARNT TACC3 PPI	esBAF inh	GSIS activator	RAD52 inh	ERAP1 HTS inh
- CC1CCC(NC(=O)c2ccc(Br)o2)CC1 (centres undefined)
  0.0	11	1.8	nt	13	4	-7	-1
- Cc1cc(C)c(NC(=O)CNC(=O)CN2C(=O)NC3(CCCc4ccccc43)C2=O)c(C)c1 (centres undefined)
  0.0	nt	-3.1	-3	4	-5	-10	3
- C[C@@H]1CCCCO[C@@H](CN(C)C(=O)Nc2cccc3ccccc23)[C@H](C)CN([C@H](C)CO)C(=O)c2cc(NC(=O)NC3CCCCC3)ccc2O1
  0.0	-1	2.3	2	2	6	-15	0
- O=C1CNC[C@H]2[C@@H](c3ccc(C#CC4CCCC4)cc3)[C@@H](CO)N12
  -0.1	nt	1.8	nt	nt	7	-61	0
- Cn1c(COc2ccccc2)nnc1SCc1cc(=O)[nH]c2ccccc12
  nt	-12	nt	-6	1	14	nt	nt
- C[C@@H]1CN([C@H](C)CO)C(=O)c2c(c3ccccc3n2C)-c2ccccc2CO[C@@H]1CN(C)S(C)(=O)=O
  -0.2	1	4.2	-11	0	24	8	0
- COc1ccc2c3c(n(C)c2c1)[C@@H](CO)N(Cc1ccccn1)CC31CN(C(=O)NC(C)C)C1
  0.3	nt	-0.7	nt	nt	1	-56	0
- C[C@H](CO)N1C[C@H](C)[C@@H](CN(C)C(=O)OCc2ccccc2)OCc2cnnn2CCCC1=O
  -0.3	5	-1.0	-1	3	-5	9	3
- C[C@@H]1CN([C@H](C)CO)C(=O)c2cc(-c3ccccc3F)cnc2O[C@@H]1CN(C)C
  -0.9	10	2.0	10	2	16	5	-4
- CC(C)Sc1nc2ccccc2[nH]1
  0.1	nt	2.7	-21	nt	20	-8	-4

Taken from above:
In RAD52 inh, `O=C1CNC[C@H]2[C@@H](c3ccc(C#CC4CCCC4)cc3)[C@@H](CO)N12` has the entry -61
In RAD54 branch, `C[C@H](CO)N1C[C@H](C)[C@@H](CN(C)C(=O)OCc2ccccc2)OCc2cnnn2CCCC1=O` has the entry 5
In esBAF inh, `CC1CCC(NC(=O)c2ccc(Br)o2)CC1` (centres undefined) has the entry 13

Additional compounds.
Values run as follows: Xi reactivation	RAD54 branch	CFTR F508del cor	ARNT TACC3 PPI	esBAF inh	GSIS activator	RAD52 inh	ERAP1 HTS inh
- Cc1cc(-c2nnc3n2N=C(c2ccccc2)CS3)n[nH]1
  0.0	-8	-1.1	5	-3	nt	-5	-3
- CC(C(=O)Nc1ccc2[nH]c(=O)[nH]c2c1)N1CCN(Cc2ccc3c(c2)OCO3)CC1 (centres undefined)
  0.1	3	-1.0	-2	8	60*	-4	-3
- Cc1noc(C)c1NC(=O)N[C@H]1CC[C@@H](CC(=O)N2CCCCC2)O[C@@H]1CO
  0.3	-1	0.5	5	-3	-10	7	-1
- COc1ccc(S(=O)(=O)N2CCC(C(=O)NCCC(=O)NC3CC3)CC2)cc1
  0.0	4	0.6	nt	-4	3	-5	0
- CCOc1ccccc1OCCCC(=O)NC1CCCc2ccccc21 (centres undefined)
  0.0	5	nt	nt	nt	-5	-6	0
- COc1ccc(C(=O)C(CO)Oc2ccccc2OC)cc1OC (centres undefined)
  nt	nt	-1.2	-3	nt	15	-14	4
- C[C@@H]1CN([C@H](C)CO)C(=O)Cc2cc(NS(=O)(=O)c3cn(C)cn3)ccc2O[C@H]1CN(C)Cc1ccc(C(F)(F)F)cc1
  0.0	6	2.3	-5	-1	7	-2	3
- Cn1c(SCC(=O)Nc2ccc(C(=O)O)cc2)nc2scc(-c3ccccc3Cl)c2c1=O
  0.0	-12	-0.8	-7	nt	26	-18	-11
- O=C(/C=C/Nc1cccc(F)c1)c1ccco1
  nt	3	nt	0	45*	-10	nt	nt
- COc1ccc(-n2cc(CNCCCN3CCCC3=O)c(-c3ccccc3Cl)n2)cc1
  0.0	nt	nt	-4	nt	-20	-16	-4

Next compounds follow:
Values run as follows: Xi reactivation	RAD54 branch	CFTR F508del cor	ARNT TACC3 PPI	esBAF inh	GSIS activator	RAD52 inh	ERAP1 HTS inh
- O=C(C[C@@H]1CC[C@@H](NS(=O)(=O)c2ccccc2F)[C@H](CO)O1)NCCCN1CCOCC1
  0.3	2	2.1	-8	1	-7	-7	0
- COc1cc([N+](=O)[O-])ccc1N1C(=O)C2C3C=CC(C4CC34)C2C1=O (centres undefined)
  0.1	-7	-1.9	0	6	-13	-5	5
- CCc1ccccc1NC(=O)c1cc(=O)c2ccccc2o1
  0.0	6	0.4	16	nt	5	-13	0
- COc1cccc(NC(=O)CCC(=O)Nc2cccc(OC)c2)c1
  0.0	4	nt	-4	1	-12	nt	nt
- COc1ccc(-c2cc(C3CC3)nc(N)c2C#N)cc1
  0.0	2	2.8	-4	0	6	-17	2
- C[C@H]1CN([C@@H](C)CO)C(=O)c2cccc(NC(=O)Nc3ccc4c(c3)OCO4)c2O[C@@H]1CN(C)Cc1ccc(C(F)(F)F)cc1
  -0.1	-2	-0.9	9	37	-15	-9	-1
- Cn1c(=O)c2c(nc(NCCCO)n2C/C=C/c2ccccc2)n(C)c1=O
  nt	-1	nt	-7	12	8	nt	nt
- CC(NC(=O)COC(=O)c1cccnc1Cl)C12CC3CC(CC(C3)C1)C2 (centres undefined)
  0.0	-2	2.0	-10	-5	-41	-15	-1
- CC1CC1C(=O)N1CCN(S(=O)(=O)c2cc(C(F)(F)F)cc(C(F)(F)F)c2)CC1 (centres undefined)
  0.0	-10	-2.3	-4	-33	1	1	-2
- O=C(C[C@H]1CC[C@@H](NC(=O)Nc2ccc3c(c2)OCO3)[C@@H](CO)O1)NCc1ccc(F)cc1
  0.0	-3	1.2	2	-1	-18	6	-2

New compounds follow
Values run as follows: Xi reactivation	RAD54 branch	CFTR F508del cor	ARNT TACC3 PPI	esBAF inh	GSIS activator	RAD52 inh	ERAP1 HTS inh
- Cc1ccc2c(CN3CCCCC3C)cc(=O)oc2c1 (centres undefined)
  0.1	-5	4.6	-10	4	18	-4	0
- CCOC(=O)/C=C1\SCC(=O)N1CC(=O)Nc1cc(S(=O)(=O)N(C)C)ccc1C
  0.0	-1	-1.9	-3	7	-1	-24	-1
- CCc1ccc(CN(C)C(=O)CCc2nnc(CCc3ccccc3OC)o2)nc1
  0.1	2	1.5	-27	-1	-7	-13	20
- NC(=O)c1cccc(Nc2nc(C(N)C3CCCCC3)cs2)n1 (centres undefined)
  0.0	7	0.3	nt	5	19	12	4
- CCN(CC)C(=O)C(=O)c1cccn1-c1c(Cl)cccc1C#N
  0.0	nt	2.4	-2	nt	-1	0	-3
- CN(C)C(=O)C[C@@H]1CC[C@H]2[C@@H](COC[C@H](O)CN2CC2CC2)O1
  0.2	-15	2.0	-19	0	16	1	-3
- c1cc2c(cc1NC1CCCCCC1)OCO2
  0.1	-8	-0.2	10	-1	8	-14	1
- Clc1ccccc1-c1ccc2nccn2c1
  0.0	11	-0.1	nt	-3	1	-3	-1
- C[C@@H]1CN([C@@H](C)CO)C(=O)c2cc(Br)cnc2O[C@@H]1CN(C)C(=O)C1CCOCC1
  0.2	-9	4.0	-1	-7	27	2	-3
- O=C1NC2(CCCCC2)N(C(=O)c2ccccc2)C2=C1CCCC2
  0.3	nt	3.7	-8	-3	-9	-1	nt

(further entries)
Values run as follows: Xi reactivation	RAD54 branch	CFTR F508del cor	ARNT TACC3 PPI	esBAF inh	GSIS activator	RAD52 inh	ERAP1 HTS inh
- CN(C)S(=O)(=O)c1ccc(C(=O)NCc2nc3ccccc3s2)cc1
  0.0	7	4.1	8	8	nt	-17	4
- COC(=O)c1cc(C(=O)N2CCN(C(=O)c3ccco3)CC2)cc([N+](=O)[O-])c1
  0.1	-5	-1.7	-7	nt	nt	-10	-7
- COC(=O)COc1ccc(S(=O)(=O)NCC2CCCO2)cc1Cl (centres undefined)
  nt	-9	nt	-2	-2	24	nt	nt
- O=C(NC1(C(F)(F)F)NC(=O)N(Cc2ccccc2)C1=O)c1cccnc1 (centres undefined)
  nt	0	nt	11	2	-5	nt	nt
- Cc1noc(C)c1NC(=O)N(C)C[C@H]1OCCCC[C@H](C)Oc2ccc(NS(=O)(=O)c3ccccc3)cc2C(=O)N([C@@H](C)CO)C[C@H]1C
  -0.1	3	-1.7	-3	-2	0	12	-4
- CC(=O)C(Cc1ccccc1)NC(=O)COc1ccc2c(c1)OCO2 (centres undefined)
  0.2	nt	3.3	6	nt	6	-1	-2
- C=C1CN(Cc2ccccc2)S(=O)(=O)c2ccccc21
  0.1	4	2.0	-1	-7	6	-10	13
- Cc1ccc(S(=O)(=O)N(C)C[C@H]2Oc3c(NS(=O)(=O)c4cn(C)cn4)cccc3C(=O)N([C@H](C)CO)C[C@H]2C)cc1
  -1.0	nt	-0.7	nt	3	9	nt	nt
- CCn1c(SCC(=O)Nc2ccccc2)nc2nc3c(cc2c1=O)COC(C)(C)C3
  0.1	nt	-1.7	nt	nt	-21	-4	-2
- CCCN(C)C[C@H]1Oc2ncc(C#Cc3ccc(OC)cc3)cc2C(=O)N([C@H](C)CO)C[C@H]1C
  0.2	11	1.6	14	4	-1	-21	3
